Source: PubChem BioAssay (several laboratories)
Anthrax LF prot: inhibitors of Bacillus anthracis lethal factor protease | inhibition, % at 10 µM | 360,000 compounds, 0.12% hits | P15917 | multiplex microsphere protease cleavage assay, LF; in the data active = inhibition above about 30%; inconclusive = no clear call, values can overlap the other calls; also: plate controls were buffer without enzyme for full effect and enzyme alone for no effect
Target sequence (P15917 whole entry, looked up): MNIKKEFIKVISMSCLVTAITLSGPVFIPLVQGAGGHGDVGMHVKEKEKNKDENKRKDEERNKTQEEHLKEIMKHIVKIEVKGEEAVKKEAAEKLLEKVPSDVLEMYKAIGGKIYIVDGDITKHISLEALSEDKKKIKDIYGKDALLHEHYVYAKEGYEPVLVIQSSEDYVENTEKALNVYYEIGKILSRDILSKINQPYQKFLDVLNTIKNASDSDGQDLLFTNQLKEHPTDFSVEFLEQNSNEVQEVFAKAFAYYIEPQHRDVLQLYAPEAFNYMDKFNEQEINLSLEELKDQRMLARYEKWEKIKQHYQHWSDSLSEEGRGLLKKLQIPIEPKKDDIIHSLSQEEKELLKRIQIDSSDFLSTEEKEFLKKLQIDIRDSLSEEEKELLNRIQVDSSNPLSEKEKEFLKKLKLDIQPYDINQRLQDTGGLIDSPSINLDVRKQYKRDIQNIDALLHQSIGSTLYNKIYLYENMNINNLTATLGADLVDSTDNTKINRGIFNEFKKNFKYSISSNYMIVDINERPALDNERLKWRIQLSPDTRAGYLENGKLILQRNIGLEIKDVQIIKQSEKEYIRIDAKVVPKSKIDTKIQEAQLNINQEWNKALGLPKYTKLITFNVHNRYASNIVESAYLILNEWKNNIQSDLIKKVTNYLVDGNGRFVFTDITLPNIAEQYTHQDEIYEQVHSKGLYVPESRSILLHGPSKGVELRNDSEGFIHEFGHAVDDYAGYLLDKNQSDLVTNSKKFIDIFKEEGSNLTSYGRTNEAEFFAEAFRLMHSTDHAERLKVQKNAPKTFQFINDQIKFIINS
Rv3671c inh: inhibits the M. tuberculosis serine protease Rv3671c; P9WHR9; inhibition, % at 5.96 µM; 320,000 compounds, 0.048% hits; AID 2606; in the data active = inhibition above about 38%;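 also: extracellular domain of Rv3671c used as enzyme; 0% = enzyme with DMSO and 100% = no enzyme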
BH1578 lux ind: quorum light induction in luxS cqsA deficient V. cholerae; V. cholerae BH1578 lux reporter, luminescence, 6 h; activation, % at 18.7 µM; 350,000 compounds, 0.16% hits; in the data active = activation mostly above about 9.7%, no sharp cut-off; inconclusive = no clear call, values can overlap the other calls; inactive = mostly below about 3.7%; also: not every result past the cut was called active; inactives centre near 0; reference of the scale not given here
PfHsp40 rescue: compounds rescuing yeast from Plasmodium falciparum HSP40 toxicity; S. cerevisiae expressing PfHsp40, growth rescue, ATP luminescence; growth rescue, % at 12.5 µM; 340,000 compounds, 0.68% hits; AID 504582; in the data active = growth rescue above about 28%, passing the limit was not always enough; inconclusive = no clear call, values can overlap the other calls;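 also: yeast W303a lacking pdr1 and pdr3 grown in galactose medium; growth measured after three days at 30 °C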
TcdB GH inh: inhibitors of Clostridioides difficile toxin B glycohydrolase. 350,000 compounds, 0.24% hits. TcdB glycohydrolase enzymatic assay, plate reader. AID 652162. inhibition, % at 9.99 µM. P18177; in the data active = inhibition above about 10%
Y pestis TopoI: blocks Yersinia pestis topoisomerase I activity. Y. pestis Topo-I cleavage product accumulation, plate reader. activity, % at 10 µM. 360,000 compounds, 0.064% hits. AID 504884; in the data active = activity above about 50%, passing the limit was not always enough; inconclusive = no clear call, values can overlap the other calls; also: inactives centre near 2
SSB-PriA inh: inhibitors of Klebsiella pneumoniae PriA binding to SSB C-terminal tail | AID 1272365 | inhibition, % at 33 µM | 430,000 compounds, 0.6% hits | AlphaScreen SSBct-PriA binding, biotinylated peptide; in the data active = inhibition mostly above about 37%, no sharp cut-off; inactive = mostly below about 20%;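 also: plate controls were negative control peptide for no effect and reference peptide for full effect; strong numbers were not always called active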
MazEF act: activators of E. coli MazEF toxin-antitoxin RNase. FAM/BHQ RNA-DNA oligo cleavage fluorescence, 5 h. P0AE70. activation, % at 20 µM. 350,000 compounds, 0.32% hits; in the data active = activation above about 50%
Target sequence (P0AE70 whole entry, looked up): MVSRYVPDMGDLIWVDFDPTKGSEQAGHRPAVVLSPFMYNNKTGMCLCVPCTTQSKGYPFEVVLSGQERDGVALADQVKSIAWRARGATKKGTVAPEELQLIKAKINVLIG
3CLpro inhibitor: SARS-CoV 3CLpro protease inhibition. recombinant SARS-CoV 3CLpro, quenched FRET peptide cleavage. inhibition, % at 6 µM. 290,000 compounds, 0.14% hits. AID 1706; in the data active = inhibition above about 12%
VHR inh abs: DUSP3 (human) phosphatase inhibition; recombinant VHR phosphatase, pNPP absorbance; P51452; 290,000 compounds, 0.52% hits; inhibition, % at 13.3 µM; in the data active = inhibition above about 50%; also: some compounds called inactive have numbers as strong as hits
Starred values were filed as active, the others as inactive; i = inactive; ? = inconclusive; nt = not tested or not shown.

SMILES	Anthrax LF prot	Rv3671c inh	BH1578 lux ind	PfHsp40 rescue	TcdB GH inh	Y pestis TopoI	SSB-PriA inh	MazEF act	3CLpro inhibitor	VHR inh abs
Cc1cccc2cc(CN(CC3CCCO3)C(=S)Nc3ccccc3)c(=O)[nH]c12 (centres undefined)	-5.8	-4.9	i	-1.1	nt	5.6	-4.9	-2.9	1.3	-7.2
CC(C)n1ncc2c(C(=O)Nc3ccc(CC#N)cc3)cc(C3CC3)nc21	-6.4	-17.3	i	4.8	0.8	13.8	-0.2	3.5	nt	nt
O=C(CN1C(=O)CCOc2ccccc21)Nc1ccc(Cl)c(S(=O)(=O)N2CCOCC2)c1	-6.0	2.9	i	0.7	-1.4	5.0	-1.4	11.1	nt	nt
COc1ccc(CNC(=O)CCCn2ccc3cc(S(=O)(=O)N4CCCC4)ccc32)cc1	-0.9	-0.8	-0.6	-0.4	0.8	-5.8	-4.1	-11.9	4.7	3.9
CC(=O)Nc1cc(C)c2nc(NC(C)=O)sc2c1	6.8	-0.1	0.6	-0.2	0.7	-8.1	0.3	0.5	-1.2	8.7
O=C(NN=C1CCC(=NNC(=O)c2ccccn2)CC1)c1ccccn1	-2.8	nt	0.7	0.9	-10.8	-9.8	85.4*	24.0	0.7	18.5
CC(NC(=O)CSc1nc2c(cc1C#N)CN(C)CC2)c1ccccc1 (centres undefined)	-28.5	-3.6	0.5	-0.2	nt	-11.0	-0.5	12.3	1.5	21.4
CCCSC(=S)c1c(C)[nH]n(-c2ccccc2)c1=O	2.4	14.0	-0.9	305.0*	-1.6	5.4	4.7	-8.6	4.8	-0.9
Nc1ccc(Nc2nc(-c3cc4ccccc4oc3=O)cs2)cc1	-9.6	-12.5	-0.3	-1.5	1.2	-36.9	3.6	-10.3	0.2	26.1
COc1cc2[nH]c(C(=O)N(C)Cc3ccccc3)cc2c(OC)c1OC	-7.2	13.6	-0.5	0.7	-5.4	25.9	6.6	-1.1	3.0	2.4
Nc1ccc(S(=O)(=O)Nc2nccc(/C=C/c3ccc([N+](=O)[O-])cc3)n2)cc1	-1.5	4.9	-0.2	-0.5	2.1	-3.9	-4.6	8.7	2.1	25.9
NC(=O)c1nsc(C(=O)N(Cc2cccnc2)C(C(=O)NCc2ccccc2)c2ccc(O)cc2)c1N (centres undefined)	1.0	-2.6	-0.1	-0.6	1.5	-8.9	7.9	12.9	-2.4	34.4
N/C(=N\OC(=O)Cc1ccccc1)c1ccncc1	-1.0	9.0	0.8	0.3	nt	-0.5	nt	-8.1	3.4	5.6
COc1ccc(-n2c3c(cc(C#N)c2=O)C(=O)CCC3)cc1	-1.1	6.7	i	0.1	2.0	-3.7	-4.3	8.6	7.5	7.2
Cc1ccc(S(=O)(=O)N2CCC(=O)N(C(COCc3ccc(C(F)(F)F)cc3)C(C)C)CC2)cc1 (centres undefined)	-2.7	-3.3	-2.1	1.8	nt	0.0	-9.1	3.3	0.5	3.9
CC(=O)N/C(=N\c1nc(C)cc(C)n1)Nc1ccccc1Cl	1.9	nt	i	-0.9	-0.6	-1.1	nt	12.1	-1.2	-10.0
CCN1CCN(S(=O)(=O)c2c(C)cc(C)cc2C)CC1	-10.6	-0.4	3.8	-0.1	-0.2	6.6	-8.1	8.3	2.0	-27.5
CCNc1nc(NCC)nc(N/N=C/c2ccc(O)c(OC)c2)n1	-7.3	-0.6	i	-0.3	3.5	-1.4	nt	0.7	-0.5	9.5
COc1ccc(COC(=O)N/N=C(\C)CC(=O)Nc2ccc(Cl)cc2)cc1	-0.9	4.9	-0.2	-1.7	-0.2	-4.6	nt	5.8	-0.9	-3.8
COc1ccc(Nc2ncc(C(=O)N3CCC4(CC3)OCCO4)c3ccccc23)cc1	4.7	-7.9	-0.8	-0.3	nt	1.1	-12.4	0.1	-5.4	-1.0
CCn1c(SCC(=O)N(C)C2CCS(=O)(=O)C2)nnc1-c1ccccc1 (centres undefined)	-2.3	1.6	-0.4	-1.4	2.1	-12.4	-5.6	-0.7	-0.1	36.3
CC1(C)CC(=O)C(/C=N/n2c(C(F)(F)F)nc3ccccc3c2=O)=C(O)C1	-0.2	7.8	1.7	24.5	1.4	2.2	nt	0.7	-1.3	5.7
CCCCn1c(N)c(N(C)C(=O)c2ccc(OCC3CCCO3)cc2)c(=O)[nH]c1=O (centres undefined)	-0.6	8.3	0.6	0.9	1.4	2.1	-15.2	4.1	nt	nt
Nc1ccc2nn(-c3cccc4ccccc34)nc2c1	-3.8	-65.0	-0.5	-0.2	nt	-11.2	0.3	-9.3	0.1	16.8
CCCCc1nnc(NC(=O)c2ccc(-n3cncn3)c([N+](=O)[O-])c2)s1	0.5	2.0	-5.0	-0.5	0.4	3.3	-6.8	2.3	nt	nt
Cc1cc(NC(=S)N(Cc2cccc(Br)c2)CC2CCC(C(=O)O)CC2)ccc1Cl (centres undefined)	-2.9	nt	i	5.0	1.3	7.0	-8.9	-9.1	7.0	25.1
Cc1cccc(Cn2c(N(C)Cc3ccccc3)nc3c2c(=O)[nH]c(=O)n3C)c1	-9.6	1.6	-0.3	0.6	-1.5	45.2	4.2	9.6	3.9	-23.9
Cc1ccc(Cc2cnc(N3C(=N)SC(c4ccccc4)C3=O)s2)cc1 (centres undefined)	-0.6	-7.3	-0.3	0.3	nt	?	-9.6	-1.7	2.6	-4.3
CCOC(=O)CSc1nc(C)c(C(C)=O)cc1C#N	-1.2	1.4	i	0.1	nt	-0.7	-5.6	-5.4	2.8	-25.4
C[C@@H](C(=O)NC1CCN(Cc2ccccc2)CC1)N1C(=O)N2CCc3c([nH]c4ccccc34)[C@@]2(C)C1=O	-1.3	-16.0	-0.5	0.6	-3.0	-2.6	3.4	-0.4	3.0	24.5
O=C1c2ccccc2N2C(=O)c3ccccc3C2N1O (centres undefined)	-4.7	2.1	-1.0	-0.8	nt	-1.8	-10.3	-4.2	-2.8	11.3
CCCOCC(O)CC(Cc1ccccc1)C(=O)NN (centres undefined)	-4.2	-3.6	-1.0	-0.4	1.7	14.0	2.0	3.7	-1.9	13.8
Cn1c(Cc2cccs2)nnc1SCC(=O)N1CCCc2ccccc21	-0.3	2.1	nt	0.4	nt	12.4	-7.2	-1.3	1.3	21.8
CCCS(=O)(=O)NC(=O)C1(C)CCCN(C(=O)c2cc(C)on2)C1 (centres undefined)	-4.8	nt	i	nt	1.4	2.9	nt	nt	nt	nt
O=C1CN(C(=O)COc2ccc(F)cc2Cl)c2ccccc2N1	2.6	-0.9	-1.1	-0.3	1.8	6.3	-7.5	-18.2	-1.3	9.5
CCC(C)(C)n1nnnc1C(c1cc2ccc(OC)cc2[nH]c1=O)N1CCc2ccccc21 (centres undefined)	5.8	-0.8	i	-0.6	nt	0.6	3.0	2.9	-8.2	6.7
C=CCn1c(SCC(=O)N(C)C)nc2sc3c(c2c1=O)CCC3	-5.0	-0.4	-3.1	-0.9	-1.7	8.4	-17.8	4.3	0.0	9.1
Cc1cc(NC(=O)CNCC(c2ccccc2)N(C)C)c([N+](=O)[O-])cc1C (centres undefined)	0.4	-6.4	i	1.1	0.0	0.5	2.3	6.6	-0.4	-2.4
CCOP(=O)(c1ccc(N(C)C)cc1)C(O)c1ccncc1 (centres undefined)	-12.1	9.1	-0.9	0.7	1.3	4.2	-7.6	3.5	8.9	-12.8
Cc1nn(Cc2ccccc2)c(C)c1NC(=O)CCCn1nc([N+](=O)[O-])c(Cl)c1C	-4.9	3.6	-0.4	1.6	nt	6.8	4.1	-14.4	4.7	29.9
Cn1nc(-c2ccccn2)nc2c(=O)n(C)c(=O)nc1-2	5.5	-193.9	i	0.4	-0.9	-9.8	34.5	-11.1	16.3*	nt
Oc1cc(Nc2ccncc2)cc2cccnc12	-0.7	0.9	-3.6	0.0	-4.5	-4.1	103.9*	3.3	nt	nt
Cc1ccc(NC(=O)Nc2cccc(Cl)c2)c(C(=O)O)c1	1.0	1.8	0.2	0.4	nt	-0.9	-2.3	-5.7	10.1	19.7
CCN(CC)C(=N)/C(C#N)=N/Nc1ccccc1	1.2	6.7	i	nt	1.5	-9.4	nt	0.2	3.0	-8.5
COc1ccccc1OCc1cc(C(=O)N2CCCC(OCc3cccnc3)C2)no1 (centres undefined)	6.7	4.7	i	-1.0	0.1	12.2	-1.0	-1.1	-3.9	11.0
CC1(C)NC(=O)N(CC(O)CN2CCCC2)C1=O (centres undefined)	14.5	-3.4	7.1	-0.7	nt	-4.0	-21.7	3.0	2.2	-3.9
CC(=O)Nc1ccc2c3c(ccc([N+](=O)[O-])c13)CC2	-2.5	nt	-0.7	nt	-0.2	-6.0	nt	-2.2	nt	nt
CC1(C(=O)Nc2cccc(Oc3ccccc3)c2)CCN1Cc1ccccc1OC(F)F (centres undefined)	-0.9	nt	-0.2	nt	0.6	34.5	nt	nt	nt	nt
COc1ccccc1N1CCN(C(=O)C2CCN(S(=O)(=O)c3ccc(F)cc3)CC2)CC1	-17.8	-3.6	-0.5	-0.6	nt	5.3	-2.5	4.4	nt	29.7
Cc1oc(=O)c(NC(=O)c2ccccc2)cc1C(N)=O	-6.9	-7.2	-0.2	-1.2	0.9	-5.1	-19.6	14.9	-1.2	24.4
O=C(CN1C(=O)CSc2ccccc21)NC1CCCC1	-0.6	-1.5	i	-0.8	0.9	5.0	-5.7	9.7	-1.8	22.1
CC(C)(C)n1nc2c(c1NC(=O)c1ccccc1F)CS(=O)C2 (centres undefined)	-0.5	0.5	-0.3	0.0	0.8	-0.6	-10.6	-13.5	-5.9	41.9
CN(C)S(=O)(=O)c1ccc(Cl)c(NC(=O)CN2CCN(Cc3ccc4c(c3)OCO4)CC2)c1	-5.2	-3.2	-2.4	-1.1	1.9	13.3	10.9	-0.3	-0.6	16.3
Cc1ccccc1S(=O)(=O)NC(=O)C1(C)CCN1C(=O)CC1CCCCC1 (centres undefined)	-6.9	nt	-0.2	nt	0.5	9.5	nt	nt	nt	nt
CCCOc1ccccc1Cn1c(=O)oc2ccccc21	-6.4	-9.8	-0.4	-1.7	-3.1	27.8	-9.5	-6.6	4.9	1.7
O=c1c(-c2ccc(O)cc2)coc2c(C3O[C@H](CO)[C@@H](O)[C@H](O)[C@H]3O)c(O)ccc12 (some centres undefined)	8.0	-8.7	-0.5	1.8	0.9	-4.4	-2.9	1.2	-0.2	nt
NS(=O)(=O)c1ccc(N/C=C/C(=O)c2ccc(Br)cc2)cc1	2.6	-11.5	i	-1.4	2.6	9.2	-11.2	2.3	-2.2	-5.3
CCc1ccc(NC(=O)CSC2=C(C#N)C(c3ccco3)C3=C(CCCC3=O)N2)cc1 (centres undefined)	-2.6	-4.1	-0.6	0.2	nt	-6.1	-1.4	3.0	2.6	40.1
COC1=CC(=O)CC(C)C12Oc1cc(OC)cc(OC)c1C2=O (centres undefined)	1.0	5.5	-0.3	0.1	5.3	-4.1	-8.3	-3.9	nt	6.5

3 compounds drawn at random from those above, as already listed:
SMILES	Anthrax LF prot	Rv3671c inh	BH1578 lux ind	PfHsp40 rescue	TcdB GH inh	Y pestis TopoI	SSB-PriA inh	MazEF act	3CLpro inhibitor	VHR inh abs
NS(=O)(=O)c1ccc(N/C=C/C(=O)c2ccc(Br)cc2)cc1	2.6	-11.5	i	-1.4	2.6	9.2	-11.2	2.3	-2.2	-5.3
COC1=CC(=O)CC(C)C12Oc1cc(OC)cc(OC)c1C2=O (centres undefined)	1.0	5.5	-0.3	0.1	5.3	-4.1	-8.3	-3.9	nt	6.5
O=c1c(-c2ccc(O)cc2)coc2c(C3O[C@H](CO)[C@@H](O)[C@H](O)[C@H]3O)c(O)ccc12 (some centres undefined)	8.0	-8.7	-0.5	1.8	0.9	-4.4	-2.9	1.2	-0.2	nt

The list is partial, so the mix of outcomes need not match the whole.
